# GPR35 antagonists – GPR35 antagonists blocking zaprinast-driven arrestin recruitment, primary screen, imaging, U2OS, beta-arrestin-GFP, zaprinast agonist (AID 2058). G-protein coupled receptor 35 (Homo sapiens). U2OS GPR35 beta-arrestin-GFP translocation imaging, zaprinast antagonism; higher % means a stronger effect. inhibition, % at 10 µM, or IC50 in µM where a hit was titrated. hit rate 0.052% among 290,000;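 active means inhibition of at least 50% with at least 30 cells and total cytoplasm GFP at most 10,000,000; inconclusive means under 30 cells or total GFP of 10,000,000 plus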
# NS5 inhibitors – Dengue-2 NS5 methyltransferase inhibitors, primary screen, biochemical, confirmation dose response (AID 588689). Genome polyprotein (Dengue virus type 2 (strain 16681-PDK53)). Dengue-2 NS5 methyltransferase capping enzyme assay, biochemical; higher % means a stronger effect. one-dose inhibition, % at 25 µM; IC50 in µM for titrated hits. hit rate 0.3% among 340,000; in the data active means a potency from the dose series; inconclusive means inhibition above about 29% without an active follow-up result
# RSV antiviral HEp-2 – RSV antiviral activity via CPE protection, HEp-2 cells, primary 10 µM value included (AID 2391); HEp-2 cells, RSV-induced CPE inhibition; higher % means a stronger effect; CPE inhibition, % at 10 µM, or IC50 in µM where a hit was titrated; hit rate 0.13% among 310,000; in the data active means a potency from the dose series; inconclusive means CPE inhibition mostly from about 23% at the one dose, without a potency; inactive means the rest, 99 in 100 with CPE inhibition below about 21%; further: strong numbers were not always called active
# AID2073 – inhibitors of Mint1-CaV2.2 protein interaction, biochemical, HTRF (AID 2073); Voltage-dependent N-type calcium channel subunit alpha-1B (Homo sapiens); HTRF protein-protein interaction, Mint1-CaV2.2; higher % means a stronger effect; inhibition, % at 20 µM; hits with a dose series show IC50 in µM; hit rate 0.19% among 290,000; in the data active means inhibition mostly above about 51%, no sharp cut-off; inconclusive means no clear call, values can overlap the other calls; inactive means mostly below about 53%; further: some results filed as inactive read as strong as hits
# NTR1 agonist – agonists of NTR1, primary screen, imaging, U2OS cells, beta-arrestin-GFP, high content (AID 493036); Neurotensin receptor type 1 (Homo sapiens), P30989; NTR1-U2OS beta-arrestin-GFP spot imaging, agonist mode; activation, % at 20 µM; hit rate 0.17% among 330,000;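 active means activation at or above 40% of the spot to cytoplasm intensity ratio, with at least 20 cells analyzed; inconclusive means wells under 20 cells, flagged as cytotoxic or low count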;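 further: 0% = DMSO without peptide and 100% = 100 nM NTR1 peptide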
# Target sequence (P30989 whole entry, looked up): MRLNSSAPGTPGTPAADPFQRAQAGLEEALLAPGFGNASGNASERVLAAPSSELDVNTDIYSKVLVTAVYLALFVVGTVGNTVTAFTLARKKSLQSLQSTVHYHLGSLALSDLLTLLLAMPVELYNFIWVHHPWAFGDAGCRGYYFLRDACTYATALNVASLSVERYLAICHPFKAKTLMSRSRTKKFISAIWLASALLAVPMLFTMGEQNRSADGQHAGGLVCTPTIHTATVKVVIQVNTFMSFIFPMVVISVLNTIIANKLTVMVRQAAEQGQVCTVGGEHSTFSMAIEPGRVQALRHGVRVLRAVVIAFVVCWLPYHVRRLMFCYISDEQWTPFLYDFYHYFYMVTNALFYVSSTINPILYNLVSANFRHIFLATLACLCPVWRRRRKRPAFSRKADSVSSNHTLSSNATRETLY
# Autophagy mod – autophagy modulators in MEF cells, primary screen, imaging, high-content, MEF GFP-LC3; MEF GFP-LC3 puncta imaging; test concentration mostly 10 µM; calls only at 10 µM (by protocol); hit rate 0.98% among 190,000; AID 463193, 2010;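 active means percentage of spot-positive cells more than 3 SD above its plate mean, without a fluorescence outlier flag or 80% toxicity; inconclusive means no clear call, values can overlap the other calls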;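 further: spot-positive cell cutoff set from DMSO-treated cells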
# K1F lysis inhibition – inhibition of K1F phage lysis, E. coli UTI89, bacterial capsule biogenesis inhibitors, alamar blue (AID 488966); E. coli UTI89 K1F phage lysis, alamar blue, 2 h; higher % means a stronger effect; inhibition, % at 100 µM, or IC50 in µM where a hit was titrated; hit rate 0.02% among 340,000;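 active means phage lysis inhibition, versus mean bacterial control, above a set limit; inconclusive means no clear call, values can overlap the other calls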;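 further: capsule biogenesis inhibitors block K1F phage lysis so surviving cells raise fluorescence; higher fluorescence means more inhibition of phage lysis; actives were called in the ten point dose series up to 300 µM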
# WT yeast gro inh – growth inhibition of WT strain, primary screen, mitochondrial fusion inhibitor project, WT and mutant strains, chemical genetic. mitochondrial fusion phenotypic screen. inhibition, % at 10 µM. hit rate 2.1% among 190,000. AID 1362, 2008; in the data active means inhibition above about 58%; tested in S. cerevisiae
# LYP inhibition – inhibitors of LYP phosphatase, biochemical, fluorescence intensity, uHTS (AID 1779); inhibition, % at 11.5 µM, or IC50 in µM where a hit was titrated; hit rate 0.054% among 290,000; recombinant LYP phosphatase, fluorescence intensity; higher % means a stronger effect; in the data active means inhibition above about 50%;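 further: plate controls were vehicle with enzyme for no effect and no enzyme for full effect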
# WT yeast gro inh mutant strain – second read-out of WT yeast gro inh, no call of its own (marks repeat the call); inhibition, %; mitochondrial fusion phenotypic screen, mutant strain inhibition
# Autophagy mod cell loss 18 h – second read-out of Autophagy mod, no call of its own (marks repeat the call); toxicity, %; measured here: cell loss, nuclei count;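 cell loss after 18 h compound exposure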
# NTR1 agonist cell count 20 µM – also measured in NTR1 agonist; calls as there; cell count; measured here: cell count, cytotoxicity flag
# NS5 inhibitors pilot replicate – recorded beside NS5 inhibitors, whose call it bears; inhibition, %; measured here: pilot screen replicate inhibition
# * marks the source's active call; other numbers are inactive results; i = inactive; ? = inconclusive; . = no result given; [ ] = dose if it differs, or a comment.
SMILES,GPR35 antagonists,NS5 inhibitors,RSV antiviral HEp-2,AID2073,NTR1 agonist,NTR1 agonist cell count 20 µM,Autophagy mod,Autophagy mod cell loss 18 h,K1F lysis inhibition,WT yeast gro inh,WT yeast gro inh mutant strain,LYP inhibition,others
COC(=O)c1cccc(NC(=O)COC(=O)CSc2nc(C)cc(C)n2)c1,2%,-6%,1.6%,-4%,1.8,71,i,5,1.6%,-8,2,-11%,
COc1ccc(CN2CC(=O)N(c3ccc(C)cc3C)C2=S)cc1OC,-5%,-7%,2.7%,-13%,2.9,67,i,16,3.0%,24,17,5%,
COc1ccccc1NC(=O)c1ccc2c(c1)C(=O)N(Cc1ccco1)C2=O,2%,7%,2.1%,30%,-0.8,76,.,.,-0.1%,.,.,-10%,
COc1cc(-c2nnc(SCC(=O)c3ccc(C)cc3)o2)cc(OC)c1OC,0%,4%,13%,11%,11,49,i,5,8.2%,-4,-16,3%,
CN(C)/C(=N\O)c1c(Cl)cccc1Cl,16%,-11%,.,-5%,0.9,47,.,.,0.2%,.,.,-6%,
C=CCOc1ccccc1C1NC(=O)NC(C)=C1C(=O)NCc1ccccc1 (centres undefined),15%,-1%,0.7%,-8%,-0.9,66,i,5,11%,-10,1,-4%,
CCS(=O)(=O)N1CCC(NC(=O)C(Cc2cc(OC)ccc2OC)NC(C)=O)CC1 (centres undefined),1%,2%,0.7%,-14%,0.0,59,.,.,0.5%,.,.,-5%,
Cc1cc(SCC(=O)c2ccc(Cl)cc2)nc(=O)[nH]1,10%,-29%,3.7%,-4%,0.0,68,.,.,0.2%,.,.,-7%,
CC1=C(CCN2CCN(C3CCCC3)C(CCO)C2)C(C)(C)CCC1 (centres undefined),-1%,-10%,-2.0%,-3%,1.6,36,i,13,0.3%,13,25,-11%,
CN(C)S(=O)(=O)c1cccc(C(=O)OCC(=O)NC2CCCc3ccccc32)c1 (centres undefined),17%,-1%,1.4%,?,4.7,63,i,-8,1.4%[50 µM],-5,1,-4%,
C#CCNC(=O)C1=C[C@@H](C)[C@H](CCCO)[C@@H](OCC)O1,.,5%,-0.1%,.,-3.4,68,.,.,-0.2%,.,.,.,
COc1ccc(NC(=O)Nc2ccc(F)c(F)c2)c(OC)c1,8%,5%,9.3%,12%,-0.3,92,i,-18,0.5%,20,3,2%,
Cc1ccccc1NS(=O)(=O)c1ccc(NC(=O)c2ccco2)cc1,-11%,-7%,9.9%,-2%,-0.7,80,i,27,-8.0%,-5,11,-8%,
COc1ccc(-c2cc3c(=O)n(CC(=O)NCc4cccnc4)nc(C)n3n2)cc1,-1%,-1%,4.4%,25%,-0.5,58,.,.,0.1%,.,.,-8%,
CSCCC1NC(=O)N(CC(=O)Nc2ccc(-c3ccccc3)cc2)C1=O (centres undefined),-5%,-2%,-0.4%,6%,0.0,56,.,.,0.4%,.,.,-1%,
O=C(c1cc(COc2c(F)cccc2F)on1)N1CCCCCC1,-14%,-5%,1.7%,12%,1.0,55,.,.,0.0%,.,.,-9%,
COc1cccc(CNC(=O)CCNS(=O)(=O)c2ccc(Br)s2)c1,24%,-3%,7.5%,7%,-1.3,59,.,.,0.6%,.,.,-9%,
COc1cc(NC(=O)COC(=O)c2ccccc2F)cc(OC)c1,-5%,-8%,2.2%,-2%,0.6,78,i,79,1.7%[50 µM],10,0,1%,
O=Cc1c(NCc2ccccc2Cl)c2ccccc2[nH]c1=O,-10%,-2%,-0.7%,-2%,1.1,47,.,.,0.6%,.,.,-5%,
COc1cccc(NC(=O)c2oc3ccccc3c2NC(C)=O)c1,-7%,-1%,-0.4%,9%,1.2,86,i,13,-0.1%,6,3,2%,

# In the list so far, 2 have an NH in an aromatic ring:
SMILES,GPR35 antagonists,NS5 inhibitors,RSV antiviral HEp-2,AID2073,NTR1 agonist,NTR1 agonist cell count 20 µM,Autophagy mod,Autophagy mod cell loss 18 h,K1F lysis inhibition,WT yeast gro inh,WT yeast gro inh mutant strain,LYP inhibition,others
Cc1cc(SCC(=O)c2ccc(Cl)cc2)nc(=O)[nH]1,10%,-29%,3.7%,-4%,0.0,68,.,.,0.2%,.,.,-7%,
O=Cc1c(NCc2ccccc2Cl)c2ccccc2[nH]c1=O,-10%,-2%,-0.7%,-2%,1.1,47,.,.,0.6%,.,.,-5%,

# (cont.)
SMILES,GPR35 antagonists,NS5 inhibitors,RSV antiviral HEp-2,AID2073,NTR1 agonist,NTR1 agonist cell count 20 µM,Autophagy mod,Autophagy mod cell loss 18 h,K1F lysis inhibition,WT yeast gro inh,WT yeast gro inh mutant strain,LYP inhibition,others
COc1cc(-c2nc(-c3ccc4c(c3)-c3ccccc3S4(=O)=O)c(-c3ccccc3)[nH]2)cc(OC)c1O,-16%,2%,?,20%,6.6,86,i,-10,0.3%,11,6,6%,
COC(=O)c1scc(C)c1NC(=O)c1ccc(Cl)cc1,-10%,1%,0.8%,21%,-0.9,81,.,.,0.2%,.,.,-5%,
CC1CCCC(NC(=O)C2CC(=O)N(Cc3ccccc3)C2)C1C (centres undefined),-20%,-3%,1.7%,7%,0.5,50,.,.,0.0%,.,.,-11%,
Cc1ncc([N+](=O)[O-])n1Cc1ccc(Cl)cc1,1%,-3%,-1.4%,-1%,1.4,69,i,3,0.1%,4,13,-1%,
COc1ccc2[nH]c3c(c2c1)CCN1C(=O)N([C@@H](C)C(=O)NCCc2ccc(OC)c(OC)c2)C(=O)[C@]31C,-8%,-3%,2.3%,16%,-1.7,87,.,.,-0.2%,.,.,-10%,
COc1cc(C(=O)OC(C)C(=O)N2CCc3ccccc3C2)ccc1OCC(=O)N1CCOCC1 (centres undefined),-6%,-9%,3.3%,10%,0.4,76,i,30,2.8%,18,15,-10%,
COc1cc(CO)ccc1OCc1ccc(Cl)nc1,7%,-2%,2.5%,-9%,1.5,41,.,.,-2.2%,.,.,-5%,
Cc1onc(-c2ccccc2)c1C(=O)Nc1nc2c(s1)CCCC2,2%,-2%,0.3%,1%,1.9,89,i,0,0.9%,11,19,6%,
CC(C)(NC(=O)c1cc(Cl)c2ccccc2c1O)C(=O)O,1%,17%,0.7%,45%,-0.7,92,.,.,0.2%,.,.,0%,
CC(C)c1ccccc1NC(=O)Cn1c(/C=C/c2ccccc2)nc2ccccc21,10%,.,-1.6%,5%,14,67,.,.,.,.,.,-7%,
CN(C)C(=O)CSc1nnc2sc3ccccc3n12,25%,.,1.8%,-1%,-0.9,54,i,5,2.7%,.,.,-3%,
CC(=O)Nc1ccc(S(=O)(=O)Nc2ccc3c(c2)OCCO3)cc1Cl,8%,.,4.3%,-8%,1.3,43,.,.,.,.,.,-6%,
CC1CN(C(=O)CSc2nc(-c3ccc(F)cc3)cs2)CC(C)O1 (centres undefined),-18%,-5%,0.7%,4%,-0.8,46,i,-5,0.0%,-19,-10,-8%,
COc1ccc(NC(=O)CN(c2ccc(C)cc2)S(=O)(=O)c2c(C)nn(C)c2C)cc1,-14%,-3%,1.5%,1%,0.9,75,.,.,-0.2%,.,.,-13%,
Cc1cc(Cl)ccc1C(=O)C1CCCN(C(=O)CCn2cncn2)C1 (centres undefined),-15%,-6%,0.2%,-1%,-0.2,45,.,.,0.2%,.,.,-9%,
O=C1C(Cl)=C(NCC2CCCO2)C(=O)N1Cc1ccccc1 (centres undefined),5%,-1%,1.1%,3%,1.4,86,i,-42,0.8%,22,40,5%,NS5 inhibitors pilot replicate=0.1
O=C(Nc1ccccc1Cl)C1CCN(Cc2cnn(-c3ccccc3)c2-n2cccc2)CC1,5%,-6%,14%,2%,27,84,i,9,1.7%,-4,5,-3%,
Cc1cccc(C(=O)N2N=C(c3ccc(NS(C)(=O)=O)cc3)CC2c2cccs2)c1 (centres undefined),6%,6%,6.6%,2%,3.4,63,.,.,-1.4%[50 µM],.,.,-4%,
COc1ccc(/C=N/Nc2ccccn2)cc1OC,-26%,.,16%,-21%,-0.5,47,.,.,.,.,.,-6%,
O=C(Nc1nnc(C2CC2)s1)c1n[nH]c(=O)c2ccccc12,2%,-5%,0.3%,-10%,0.9,70,.,.,2.6%,.,.,1%,
Cc1ccc(Cn2c(C3CCCN3c3nc(C)cs3)nc3cc(C(=O)NCCCO)ccc32)cc1 (centres undefined),.,-8%,-0.1%,.,-1.9,91,.,.,0.8%,.,.,.,
O=C(N/N=C/c1ccc(O)c(O)c1)c1cc(-c2ccccc2)nc2ccccc12,-1%,3%,1.3%,9%,2.0,62,.,.,0.1%,.,.,4%,
O=C(CSc1nc(C2CCCCC2)nc2ccccc12)NCc1ccco1,9%,-2%,3.6%,-4%,5.5,44,i,17,-0.3%,-16,2,-2%,
COc1ccc(CCNC(=O)CCC(=O)N2CCN(S(=O)(=O)c3ccc(Cl)cc3)CC2)cc1OC,2%,-3%,0.6%,-6%,0.0,53,i,2,-1.5%,.,.,-6%,
O=C(COC(=O)C1CC(=O)N(Cc2ccco2)C1)c1ccc(OC(=O)c2ccccc2)cc1 (centres undefined),2%,-2%,1.8%,49%,0.7,96,i,-16,0.3%,-2,3,0%,
COc1cc(S(=O)(=O)NC2CCCC2)c(OC)cc1Cl,-12%,-14%,-0.2%,2%,-2.2,52,i,-5,3.6%,-4,2,4%,
O=C(Nc1ccc(S(=O)(=O)N2CCOCC2)cc1)C1COc2ccccc2O1 (centres undefined),-3%,-8%,5.2%,8%,-0.2,77,i,-3,-0.1%,-7,-1,-7%,
COc1cc(OC)c(C(=O)OCC(=O)Nc2c(C)n(C)n(-c3ccccc3)c2=O)cc1OC,.,-2%,1.6%,.,-0.9,48,.,.,0.0%[50 µM],.,.,.,
Fc1ccc(-c2csc(/C=C/c3ccc4c(c3)OCO4)n2)cc1,-2%,-8%,7.0%,6%,4.6,89,i,4,0.2%,5,19,-5%,
CC1(C)CC(NS(=O)(=O)c2ccc(Cl)cc2)CC(C)(C)N1,-8%,7%,1.1%,9%,-0.2,56,.,.,0.0%,.,.,-7%,
CCOC(=O)C1(Cc2cccc(OC)c2)CCCN(C(=O)c2ccc(OC)o2)C1 (centres undefined),-14%,-6%,2.9%,21%,0.3,51,.,.,-0.1%[50 µM],.,.,-8%,
CCN(C(=O)COn1nnc2ccc(S(=O)(=O)N(C)C)cc21)C1CCS(=O)(=O)C1 (centres undefined),.,-8%,0.6%,.,-1.9,57,.,.,1.9%[50 µM],.,.,.,
COc1ccccc1N1CCN(S(=O)(=O)CCNC(=O)C2CC(=O)N(c3ccccc3)C2)CC1 (centres undefined),9%,4%,0.6%,3%,-0.2,49,.,.,0.5%,.,.,-13%,

# This is a random part of the collection. Share with any hit: about 2.6%.
